RXFP1 antag – RXFP1 (human) relaxin receptor antagonism | Q9HBX9 | HEK293-RXFP1, relaxin-stimulated cAMP HTRF, 30 min; hits give low values | activity change, negative = inhibition, % at 57.5 µM | 0.59% of 350,000 active;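 active means activity change of -60% or lower, but not beyond a set lower limit; inconclusive means change between -60% and -40%, or beyond the set limit; inactive means change above -40%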; further: on the % scale 0 is the no-effect control and ±100 the full control effect
D1 antag – blocks dopamine activation of the human D1 receptor | activity change, negative = inhibition, % at 10 µM | HEK293 TREx D1 cells, calcium flux, dopamine EC80; hits give low values | P21728 | 3.2% of 360,000 active | AID 504652; in the data active means activity change below about -30%; further: on the % scale 0 is the no-effect control and ±100 the full control effect
Target sequence (P21728 whole entry, looked up): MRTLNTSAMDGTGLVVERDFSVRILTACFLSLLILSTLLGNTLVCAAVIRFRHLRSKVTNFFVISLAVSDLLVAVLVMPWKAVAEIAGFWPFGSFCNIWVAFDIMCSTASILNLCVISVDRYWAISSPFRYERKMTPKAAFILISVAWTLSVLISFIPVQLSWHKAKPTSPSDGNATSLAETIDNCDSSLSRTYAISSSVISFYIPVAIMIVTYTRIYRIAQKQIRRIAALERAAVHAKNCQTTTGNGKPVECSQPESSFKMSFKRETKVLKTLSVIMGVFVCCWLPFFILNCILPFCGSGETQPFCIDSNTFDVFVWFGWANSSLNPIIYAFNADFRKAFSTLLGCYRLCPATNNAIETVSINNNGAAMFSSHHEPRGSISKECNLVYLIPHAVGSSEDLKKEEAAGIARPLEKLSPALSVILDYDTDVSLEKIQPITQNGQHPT
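HEK293 T-REx cells expressing inducible, force-coupled D1 receptor; no-wash Ca dye, 30–90 min RT. Cmpd → 180 s read at 1 Hz → EC80 DA → 180 s read.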
D1 PAM – enhances dopamine response at the human D1 receptor | HEK293 TREx D1 cells, calcium flux, dopamine EC20 potentiation | potentiation, % at 10 µM | P21728 | 0.036% of 360,000 active; in the data active means potentiation above about 30%; further: 0% is about no effect
D2 antag – antagonizes the human D2 dopamine receptor; AID 485344; inhibition, % at 10 µM; HEK293 TREx D2 cells, calcium flux, dopamine EC80; 2% of 340,000 active; in the data active means inhibition above about 30%; further: 0% is about no effect
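Calcium flux kinetic readout in an inducible HEK293 TREx D2 line plated overnight at 30 C. After 180 s compound exposure, an EC80 dopamine challenge follows with another 180 s kinetic read to detect antagonism.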
D1 ag – human D1 receptor agonism | 1% of 360,000 active | P21728 | HEK293 T-REx D1 cells, calcium flux, agonist mode | activation, % at 2 µM | AID 504660; further: 0% is about no effect
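Agonism was scored from calcium flux recorded over 180 s (1 read/s) after pintool compound addition, following a 10-cycle baseline. Cells were inducible force-coupled HEK293 TREx D1, plated overnight at 30 C and loaded with no-wash calcium dye.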
TRHR PAM – allosteric enhancers of human TRH receptor | enhancement, % at 2 µM | 0.66% of 360,000 active | P34981 | TRHR cells, fluo-8 calcium fluorescence, EC20 TRH enhancement; in the data active means enhancement above about 30%; further: 0% is about no effect
Target sequence (P34981 whole entry, looked up): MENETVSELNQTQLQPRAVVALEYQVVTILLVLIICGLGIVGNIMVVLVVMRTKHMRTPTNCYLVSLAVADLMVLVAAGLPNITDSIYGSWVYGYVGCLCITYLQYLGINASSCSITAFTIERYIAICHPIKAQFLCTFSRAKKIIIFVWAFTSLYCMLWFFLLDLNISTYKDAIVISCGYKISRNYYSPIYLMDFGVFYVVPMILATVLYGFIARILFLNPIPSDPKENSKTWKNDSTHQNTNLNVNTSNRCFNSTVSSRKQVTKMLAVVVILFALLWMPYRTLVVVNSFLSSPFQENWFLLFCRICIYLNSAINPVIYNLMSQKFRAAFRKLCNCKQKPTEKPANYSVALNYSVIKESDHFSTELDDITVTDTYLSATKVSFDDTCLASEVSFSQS
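Enhancer read-out: after compound pinning and an initial kinetic agonist-mode read, an EC20 of TRH (10 nM final) was injected and fluo-8 calcium signal (Ex 480/Em 530) followed at 1 s/cycle for 100 cycles in TRHR-expressing cells.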
D2 potentiator – D2 dopamine receptor (human) potentiation; HEK293 T-REx D2, calcium flux, EC20 dopamine potentiation; potentiation, % at 10 µM; 0.34% of 340,000 active; AID 485347;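 active means potentiation over 3 SD above the plate norm, cut at about 30% in these data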; further: 0% is about no effect
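Tetracycline-induced Hek293 Trex D2 cells, force-coupled to calcium, loaded with no-wash calcium dye. Compound added with 180 s kinetic read for agonism, then EC20 dopamine and a further 180 s read for potentiation.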
TRHR agonist – agonists of human TRH receptor | P34981 | TRHR cells, calcium flux fluo-8, FDSS agonist mode | activation, % at 2 µM | 0.18% of 360,000 active; further: 0% is about no effect
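Steps: seed TRHR cells overnight; add fluo-8 no-wash Ca dye, RT 30 min–1.5 h; record 10 s baseline; pin-transfer compounds; monitor fluorescence 1 cycle/s for the agonist window. Calcium increases flag candidate agonists.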
D2 agonist – D2 dopamine receptor (human) agonism | HEK293 T-REx D2 cells, calcium flux agonist mode | activation, % at 2 µM | 0.53% of 340,000 active | AID 485358;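 active means activation over 3 SD above normal in the single-dose calcium agonist read, cut at about 30% in these data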; further: 0% is about no effect
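Agonism scored from kinetic calcium signal (1 read/sec, 180 s) following compound pin transfer, after a 10 s baseline. Cells: HEK293 Trex line expressing inducible D2 receptor coupled to calcium, dye-loaded after overnight culture at 30 C.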
* hit, by the source's call; ? = inconclusive; / = no result given. Unless noted, no stated cut-off is given here; in the data, active means activation above about 30%; inactive means the rest.

Each structure is followed by: RXFP1 antag, D1 antag, D1 PAM, D2 antag, D1 ag, TRHR PAM, D2 potentiator, TRHR agonist, D2 agonist
CC1CC(C)CN(C(=O)C2CCCN(c3ncnc4c3nc3n4CCCCC3)C2)C1 (configuration not stated)
 : 23, 11, 5, -5, -2, 6, 4, -1.5, -0.1
O=c1nc2n(-c3ccccc3F)c3ccccc3cc-2c(=O)[nH]1
 : /, 16, 2, /, 0, -7, 11, 0.5, /
COc1ccc(NC(=O)N(Cc2nnc3n2CCCCC3)c2ccc(OC)c(Cl)c2)cc1
 : /, 3, 0, /, 1, 2, -7, -0.1, 0.2
COc1ccc(OC)c(C2C3=C(CCCC3=O)NC3=C2C(=O)CCC3)c1
 : 8, 7, -1, -8, 4, 15, 5, -1.1, 0.5
CCOC(=O)N1CCC(NC(=O)c2cc(S(=O)(=O)N(CC)CC)ccc2F)CC1
 : 5, 16, -4, -2, 1, -9, 22, 0.5, 0.4
COc1ccc2nc3ccccc3nc2c1N
 : -23, -13, 4, -18, 3, -7, 7, -1.2, 0.3
Cc1cccc2c(=O)cc(CSc3ccccc3NC(=O)C(C)C)[nH]c12
 : -11, -2, -3, /, 3, 1, -10, 0.2, 1.2
CC(=O)NS(=O)(=O)c1ccc(NC(=O)/C=C/c2ccco2)cc1
 : -7, -1, -9, /, 0, -1, /, 0.0, /
Cc1cn2c(=O)cc(COC(=O)c3ccc(NC(=O)COc4ccccc4C)cc3)nc2s1
 : 6, -3, 0, /, -2, -1, 12, 0.8, 2.0
COc1cc2[nH]c3c(=O)n(CCN4CCOCC4)cnc3c2cc1OC
 : -9, 4, -2, 19, 1, 2, -3, -0.7, 0.8
CCNC(=O)c1cccc(NC(=O)c2cc(C3CC3)nc3c2cnn3C(C)C)c1
 : 3, -3, 3, 25, 2, -4, 14, -0.2, 0.0
COc1nnc(-c2ccc(C)c(S(=O)(=O)NC(C)(C)CO)c2)c2ccccc12
 : -16, 1, 0, -1, 3, 8, -6, -0.1, -0.6
O=c1c2ccccc2nnn1CSc1nc2ccccc2c(=O)n1CCCO
 : 9, 1, -3, -6, 4, 4, 14, 0.2, 1.1
Cc1ccc(N(C)C(=O)c2cc(S(=O)(=O)N3CCCCC3)c[nH]2)cc1
 : /, 0, -1, 28, 4, -6, -12, 0.6, 0.2
CCN(CC(=O)Nc1ccc(OC)cc1)C(=O)Cc1ccc(OC)c(S(=O)(=O)N2CCOCC2)c1
 : 0, -29, -4, 15, 5, 4, -8, -0.3, -0.8
COc1ccccc1CNC(=O)CN1C(=O)CSc2c1c(C)nn2-c1ccccc1
 : /, -5, -4, /, 0, 0, -1, -0.7, 0.8
ClC(Br)=C(n1cnc2ccccc21)n1cnc2ccccc21
 : -11, 5, 3, 10, 2, 0, 5, 0.7, -1.0
Cc1cc(C)c2c(=O)[nH]c(SCC(=O)N3CCOCC3)nc2n1
 : -3, 9, -3, 1, 2, 5, 7, 1.0, 0.4
CCOc1ccc(NC(=O)CCC(=O)NNS(=O)(=O)c2ccccc2[N+](=O)[O-])cc1
 : 12, 4, -4, 11, 224*, 4, 4, 102*, 105*
C=CCOc1ccc(CN(C)C(=O)CN2C(=O)c3ccccc3C2=O)cc1
 : -22, -13, 5, 17, 2, 1, 15, -0.8, -0.2
O=C1CCCC2=C1C(c1ccccc1)CC(=O)N2c1ccc(F)cc1F (configuration not stated)
 : 11, -1, 2, 6, 4, 4, 3, -0.4, 1.3
COc1ccc2cc(CCNC(=O)c3cccc([N+](=O)[O-])c3)c(=O)[nH]c2c1
 : -6, -18, 0, -15, 5, -9, -9, -0.5, -1.7
CC(C(=O)c1ccccc1)[n+]1cccc(Br)c1 (configuration not stated)
 : -1, 2, 0, -11, 3, -1, -4, 1.0, 2.5
CCS(=O)(=O)NCC(c1ccco1)N1CCN(c2ccc(OC)cc2)CC1 (configuration not stated)
 : -32, /, 7, /, 0, 9, 2, -0.9, 0.7
COc1ccc(N2CCN(C(=O)c3nc4nc(C)cc(C)n4n3)CC2)cc1
 : -7, 4, -4, -12, 1, 2, 0, -0.8, 0.2
Cc1ccc(S(=O)(=O)N2CCOCC2)cc1NC(=O)COC(=O)Cc1cccs1
 : -5, 0, -4, /, 5, 1, /, -0.2, /
CCCCNS(=O)(=O)c1ccc(OC)c(C)c1
 : -3, -14, -1, 3, -2, -1, -4, -0.6, 0.3
COc1ccc(Cl)cc1NC(=O)c1cc2ccc3ccc(C)[nH]c3c2n1
 : /, 0, -2, /, 0, -6, 5, -0.1, -0.3
Cc1cccc(C)c1OCc1cc(C(=O)NCC2COCCO2)no1 (configuration not stated)
 : -14, 13, -7, 0, 5, -11, -10, -0.1, 0.4
O=C(N/N=C/c1ccc(O)c(O)c1)c1ccc(-n2cnnn2)cc1
 : -5, 4, -4, -2, 2, 3, 0, 0.0, 0.7
Cc1cc(OC(=O)c2ccc3ccccc3c2)c([N+](=O)[O-])c(=O)[nH]1
 : 15, 0, -9, -9, 4, 1, -5, -0.1, 5.0
COc1ccccc1-n1cnnc1SCC(=O)Nc1ccccc1
 : -7, -6, -3, /, 2, -1, /, 1.0, /
COc1ccc(NC(=O)CSc2nncn2C)cc1
 : -7, -8, -3, 6, 4, 6, -3, -0.4, -2.1
CCCSc1ncc(Cl)c(C(=O)Nc2c(C(=O)Nc3ccc(C)cc3)oc3ccccc23)n1
 : 8, 0, 0, /, 1, 19, -2, 0.5, 0.4
Cn1c(SCC(=O)NC2CC2)nnc1-c1ccc(Cl)cc1
 : 4, -4, -11, /, 1, -5, -7, -0.6, /
COc1cc(C(O)P(=O)(OCC(C)C)c2ccc(N(C)C)cc2)cc(OC)c1OC (configuration not stated)
 : -11, -13, 0, -16, 0, 9, -1, -0.5, 1.2
CCOC(=O)N1CCN(c2c(NCCCN(CC)CC)c(=O)c2=O)CC1
 : 1, 6, -3, 0, 0, 1, -6, 0.4, 1.6
CC(C)(O)C#Cc1ccc(CN2CCN(C3CCCCC3)C(CCO)C2)s1 (configuration not stated)
 : -5, 10, -9, -7, 2, 2, -10, 0.7, 42*
CC(C)N(Cc1nc(-c2ccccc2)no1)C(=O)c1ccc([N+](=O)[O-])cc1
 : -9, /, -6, 3, -2, -4, -7, 0.0, -1.3
CC1=C(c2ccc(C)cc2)S(=O)(=O)NC1=NCc1ccccc1Cl
 : -23, -11, -1, /, 0, -1, -7, -0.4, -1.5
Cc1ccc(NC(=S)/C(=C(\[O-])c2ccc(C)c([N+](=O)[O-])c2)[n+]2ccccc2)cc1C
 : /, -11, 0, -16, 0, 8, 13, -0.6, 0.7
CCc1ccc(CN(C)C(=O)c2cc(COc3ccc(OC)cc3Cl)on2)nc1
 : -11, -9, 1, -1, 5, 3, -3, -0.3, -1.1
CCS(=O)(=O)N1CCN(C(=O)c2cccc3ccccc23)CC1
 : 2, -16, -8, 5, 0, -3, 10, 0.1, -0.5
COc1cc(/C=C/C(=O)OCC(=O)Nc2cc(C(F)(F)F)ccc2N2CCOCC2)ccc1O
 : -10, -15, -2, -2, 1, 5, 8, -0.6, 2.0
Cc1c(C)n2c(SCC(=O)NC3CCCCC3)nnc2[nH]c1=O
 : -3, 4, -4, 0, 3, -2, 3, 0.2, 1.0
CS(=O)(=O)c1nc(S(=O)(=O)c2ccc(Cl)cc2)c(NCCN2CCOCC2)s1
 : 10, -2, -1, -5, 2, -4, 2, -0.3, 0.4
CC(=O)c1cccc(Nc2nc(-c3ccccc3)cs2)c1
 : ?, -23, -8, 5, 0, 0, -9, 0.0, 0.2
CCOC(=O)c1[nH]ncc1CN1CCc2ccc(NC(=O)C3CCCO3)cc2C1 (configuration not stated)
 : -14, -13, -11, 7, 6, -5, 14, 0.3, 0.4
CCC(C(=O)N1CCN(c2cc(Cl)ccc2C)CC1)n1nc(C)c2sc3ccccc3c2c1=O (configuration not stated)
 : -17, 5, 3, /, -2, 20, -1, -0.5, -0.8
O=C(COC(=O)c1cccs1)c1ccccc1
 : -4, -10, -4, -1, 1, -2, -6, -0.2, 0.7

Sorted by molar mass (lowest first): part of the list above.
Each structure is followed by: RXFP1 antag, D1 antag, D1 PAM, D2 antag, D1 ag, TRHR PAM, D2 potentiator, TRHR agonist, D2 agonist
CC(=O)c1cccc(Nc2nc(-c3ccccc3)cs2)c1
 : ?, -23, -8, 5, 0, 0, -9, 0.0, 0.2
CCS(=O)(=O)N1CCN(C(=O)c2cccc3ccccc23)CC1
 : 2, -16, -8, 5, 0, -3, 10, 0.1, -0.5
CS(=O)(=O)c1nc(S(=O)(=O)c2ccc(Cl)cc2)c(NCCN2CCOCC2)s1
 : 10, -2, -1, -5, 2, -4, 2, -0.3, 0.4

The results go on.
Each structure is followed by: RXFP1 antag, D1 antag, D1 PAM, D2 antag, D1 ag, TRHR PAM, D2 potentiator, TRHR agonist, D2 agonist
COc1ccccc1Oc1ccc(N2CC(C(=O)OCC(=O)c3ccccc3)CC2=O)cc1 (configuration not stated)
 : -2, -30*, -13, -11, 5, 8, 1, 0.8, -0.6
CCOc1ccccc1N=NC1C(=O)N(C(N)=S)N=C1C (configuration not stated)
 : -4, -6, -3, -11, 1, 4, 8, 0.1, 0.7
O=C(NCCc1ccccc1Cl)C1CC(=O)N(C2CCCCC2)C1 (configuration not stated)
 : -15, 7, /, 5, 4, -7, 7, 0.4, 3.2
COc1ccc(C)cc1Nc1cc(C)nc2nc(C)nn12
 : -4, -18, -4, -2, -2, -6, -6, -0.4, 0.6
COc1ccc(/C=C2\SC(=O)N(CCC(=O)Nc3ccccc3)C2=O)cc1OC
 : 4, 2, -4, /, 1, 57*, /, 0.1, /
CCc1cccc(C)c1NC(=O)CO/N=C(\C)c1cc2ccccc2o1
 : -13, -23, -1, /, 2, 1, /, -0.3, /
CC(=O)c1ccc(C(=O)NC2CCCN(Cc3ccccc3F)C2)cc1 (configuration not stated)
 : 2, 6, 5, 4, 1, 0, 2, 0.0, -0.7
Cc1nc2ccc(C(=O)N3CCCC(CO)(Cc4ccc(F)cc4F)C3)cc2nc1C (configuration not stated)
 : -3, -19, -2, 30*, 3, 3, -25, 0.4, 0.5

Screening results from PubChem.

An unsorted share of the library. Share with any hit: about 7.3%.
